# HRas wt GTP – changes GTP binding to wildtype human HRas; P01112; GST-Ras wt beads, Bodipy-FL-GTP binding, flow cytometry; actives lie on both sides; GTP binding activity, % at 10 µM; hit rate 0.14% among 190,000;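 active = GTP binding activity at least 20% away from the 100% baseline, either lowered as inhibitor or raised as activator; inconclusive = flagged as likely green fluorescent, judged across all proteins in the well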;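 also: 0% = unlabeled GTP competition control and 100% = no-compound control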
# Target sequence (P01112 whole entry, looked up): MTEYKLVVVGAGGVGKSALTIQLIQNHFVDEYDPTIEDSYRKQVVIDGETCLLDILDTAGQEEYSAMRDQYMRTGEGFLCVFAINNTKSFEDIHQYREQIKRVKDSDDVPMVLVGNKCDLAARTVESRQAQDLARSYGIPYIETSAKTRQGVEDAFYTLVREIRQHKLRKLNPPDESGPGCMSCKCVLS
# Rab2 wt GTP – changes GTP binding to wildtype dog Rab2A, up or down; GST-Rab2 wt beads, Bodipy-GTP binding, flow cytometry; GTP binding activity, % at 10 µM; AID 760; hit rate 0.19% among 190,000; P61105;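 active = GTP binding activity at least 20 points away from 100%, either lowered or raised; inconclusive = signal likely due to the compound's own green fluorescence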;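 also: 0% = beads with excess unlabeled GTP and 100% = no-compound control corrected for plate trend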
# Bcl-W Bim block – disrupts Bim peptide binding to human Bcl-W; hit rate 0.02% among 190,000; bead-based flow cytometry; inhibition, % at 10 µM; AID 952;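 also: 0% = bound tracer without compound and 100% = peptide blocker; higher means less fluorescent Bim peptide bound to Bcl-W beads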
# Rab7 wt modul – dog Rab7 wildtype GTP binding, inhibitors and activators. GST-Rab7 beads, fluorescent GTP binding, flow cytometry; actives lie on both sides; untreated = 100%, excess cold GTP = 0%. GTP binding activity (percent of control), % at 10 µM. hit rate 0.055% among 190,000;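 active = fluorescent GTP binding to Rab7 beads changed by at least 20 points from the 100% baseline, either direction, mostly lower; inconclusive = compound itself probably fluorescent, or too few beads counted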;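 also: median green fluorescence of bound Bodipy-FL-GTP per Rab7 bead population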
# Bfl-1 Bim block – inhibitors of Bim-Bfl-1 interaction, human; Q16548; AID 1008; inhibition, % at 10 µM; Bead-based flow cytometry, Bim-Bfl-1 binding inhibition; hit rate 0.12% among 190,000;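 also: 0% = wells without compound plus tracer and 100% = blocker peptide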
# Bcl-2 Bim block – human Bim-Bcl-2 interaction inhibition; Bead-based flow cytometry, Bim peptide-Bcl-2 binding; hit rate 0.06% among 190,000; inhibition, % at 10 µM; P10415; in the data active = inhibition above about 40%; inconclusive = no clear call, values can overlap the other calls;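 also: 0% = no compound wells with probe peptide and 100% = reference peptide inhibitor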
# Target sequence (P10415 whole entry, looked up): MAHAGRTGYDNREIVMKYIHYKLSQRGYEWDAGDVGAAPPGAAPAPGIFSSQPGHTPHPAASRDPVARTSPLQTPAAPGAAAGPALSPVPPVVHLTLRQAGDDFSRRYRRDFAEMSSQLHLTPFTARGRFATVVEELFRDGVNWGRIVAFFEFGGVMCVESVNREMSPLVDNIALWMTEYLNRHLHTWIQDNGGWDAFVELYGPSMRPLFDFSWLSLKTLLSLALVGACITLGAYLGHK
# Bim-Bcl-XL – disrupts Bim peptide binding to human Bcl-XL. Q07817. bead flow cytometry, fluorescence. inhibition, % at 10 µM. hit rate 0.04% among 190,000. AID 1007
# Target sequence (Q07817 whole entry, looked up): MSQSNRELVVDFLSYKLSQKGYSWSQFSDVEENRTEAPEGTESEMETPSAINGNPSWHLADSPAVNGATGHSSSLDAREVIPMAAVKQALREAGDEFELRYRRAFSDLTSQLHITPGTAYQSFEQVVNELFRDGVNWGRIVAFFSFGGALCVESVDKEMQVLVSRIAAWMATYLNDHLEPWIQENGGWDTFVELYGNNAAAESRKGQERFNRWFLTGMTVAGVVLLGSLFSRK
# Rac1 wt modul – alters GTP binding to wildtype human Rac1 | AID 757 | P63000 | GTP binding activity (% of control), % at 10 µM | GST-Rac1 beads, fluorescent GTP binding, flow cytometry; actives lie on both sides; 0 = cold GTP competed, 100 = untreated | hit rate 0.27% among 190,000;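 active = GTP binding activity at least 20 points away from the 100% control level, either lower or higher; inconclusive = compound flagged as likely green fluorescent, judged across all proteins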
# Bim-Bcl-B – inhibitors of Bim-Bcl-B interaction, human | hit rate 0.073% among 190,000 | bead-based flow cytometry, Bim peptide-Bcl-B binding | Q9HD36 | inhibition, % at 10 µM;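 also: 0% = tracer peptide without compound and 100% = reference inhibitor peptide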
# Cdc42 wt GTP – changes GTP binding to wildtype human Cdc42; P60953; GST-Cdc42 beads, Bodipy-GTP binding, flow cytometry; actives lie on both sides; hit rate 0.2% among 190,000; AID 761; percent activity (GTP binding), % at 10 µM;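 active = percent activity GTP binding at least 20 points away from the 100% baseline, either down as inhibitor or up as activator; inconclusive = compound flagged as likely green fluorescent from well-wide comparison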;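 also: median bead fluorescence of bound Bodipy-FL-GTP at 100 nM; 0% = excess unlabeled GTP control and 100% = no compound control; below 100% means less GTP binding so inhibitor and above means activator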
# Target sequence (P60953 whole entry, looked up): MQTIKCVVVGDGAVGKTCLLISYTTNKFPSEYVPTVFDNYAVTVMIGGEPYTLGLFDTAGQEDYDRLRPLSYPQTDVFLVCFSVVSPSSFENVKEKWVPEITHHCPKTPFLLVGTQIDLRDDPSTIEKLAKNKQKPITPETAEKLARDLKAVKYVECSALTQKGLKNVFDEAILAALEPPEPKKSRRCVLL
# Rac1 mut GTP – human Rac1 activated mutant GTP binding change | GST-Rac1 activated beads, fluorescent GTP binding, flow cytometry; actives lie on both sides; 100% means binding = to untreated wells | percent activity (GTP binding), % at 10 µM | hit rate 0.11% among 190,000;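 active = GTP binding at least 20 percentage points away from the 100% baseline, in either direction, so actives lie on both sides; inconclusive = Compound likely fluorescent itself, or too few beads counted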
# An asterisk follows results filed as active; ? = inconclusive. Rule as the data show it, unless noted: active = inhibition above about 40%.
# A first look:
SMILES	HRas wt GTP	Rab2 wt GTP	Bcl-W Bim block	Rab7 wt modul	Bfl-1 Bim block	Bcl-2 Bim block	Bim-Bcl-XL	Rac1 wt modul	Bim-Bcl-B	Cdc42 wt GTP	Rac1 mut GTP
CC(NC(=O)Nc1ccc([N+](=O)[O-])cc1)C(c1cccs1)N1CCCC1 (stereo not given)	99	99	-1	99	0	0	-3	99	-5	98	96
CNC(=S)NN(c1ccccc1)c1ccccc1	104	102	0	102	0	-2	-5	107	-2	104	101
COc1cc(OC)c(OC)cc1/C=C/c1cc(C(F)(F)F)[nH]c(=O)n1	92	90	0	99	-5	-3	-1	92	0	86	89

# Results, repeating the preview:
SMILES	HRas wt GTP	Rab2 wt GTP	Bcl-W Bim block	Rab7 wt modul	Bfl-1 Bim block	Bcl-2 Bim block	Bim-Bcl-XL	Rac1 wt modul	Bim-Bcl-B	Cdc42 wt GTP	Rac1 mut GTP
CC(NC(=O)Nc1ccc([N+](=O)[O-])cc1)C(c1cccs1)N1CCCC1 (stereo not given)	99	99	-1	99	0	0	-3	99	-5	98	96
CNC(=S)NN(c1ccccc1)c1ccccc1	104	102	0	102	0	-2	-5	107	-2	104	101
COc1cc(OC)c(OC)cc1/C=C/c1cc(C(F)(F)F)[nH]c(=O)n1	92	90	0	99	-5	-3	-1	92	0	86	89
CCN(CC(N)=O)S(=O)(=O)c1ccc(F)cc1	98	100	-4	106	-6	0	-7	97	-4	97	96
CN(CCCN1CCOCC1)Cc1cn(C)nc1-c1ccccc1F	98	99	-4	97	-5	2	0	102	0	103	96
Cc1ccc(SCC(=O)N2CCCC2)cc1	101	100	0	99	-17	-5	-2	102	-6	103	102
COc1cccc(C(=O)O/N=C/c2ccc(Sc3ccc(C)cc3)nc2)c1	99	99	1	99	-8	-5	0	102	-9	99	98
O=C(O)c1sccc1S(=O)(=O)c1ccccc1	103	101	4	100	-9	-3	-4	107	-5	105	104
Cc1ccc(OCC(=O)OC(C)CN(C)Cc2ccccc2)cc1 (stereo not given)	104	103	0	104	1	1	-2	104	-1	102	100
COc1ccc(OC)c(S(=O)(=O)Nc2ccc(CC(=O)O)cc2)c1	100	98	1	98	-16	-9	-7	99	-8	102	99
CN1CCN(c2ccccc2NC(=O)Cc2ccc(Cl)cc2)CC1	103	106	0	102	-20	-7	-9	104	-11	104	101
COc1ccccc1C(C)NCC(=O)NCC(=O)Nc1ccc(F)c(F)c1F (stereo not given)	?	?	2	?	-4	0	0	?	1	?	?
Cc1ccc(CNC(=O)c2ccccc2N(C)S(C)(=O)=O)cc1	96	98	-6	97	0	-6	-9	99	-28	97	97
CCOC(=O)N/N=C/c1cn(CCCOc2ccccc2)c2ccccc12	99	100	-2	100	5	1	-3	105	0	95	101
CCC(C)c1ccc(NC(=S)Nc2ccc(OC)c(OC)c2)cc1 (stereo not given)	99	95	-3	95	-1	-25	-5	103	-3	99	93
O=C(CSCc1c(F)cccc1Cl)NCc1ccncc1	99	94	0	93	-2	-2	1	96	-2	97	98
Cc1cccc(-n2c(SCC(=O)N3CC(=O)Nc4ccccc43)nc3ccccc3c2=O)c1C	99	98	-7	96	-15	-10	-8	102	-11	98	99
Nc1cccc(-n2nnnc2CN2CCOCC2)c1	103	102	-6	103	-8	-5	-10	105	-7	105	104
NNC(=O)COc1ccc(-c2n[nH]c(C(F)(F)F)c2-c2ccc(Br)cc2)c(O)c1	96	93	6	90	9	14	0	105	5	94	96
NC(=O)C1CCN(c2ncnc3c(-c4ccccc4)nsc23)CC1	99	98	-2	98	-15	-13	-8	100	-10	100	98
Cc1cc(C)nc(NC(=O)c2cccc(Cl)c2)n1	98	98	1	96	-2	-1	0	104	0	104	99
Cc1nccn1CC(O)Cn1c2ccccc2c2ccccc21 (stereo not given)	102	101	2	97	1	15	2	104	1	103	102
O=C1OCC(c2ccccc2)=C1c1ccccc1[N+](=O)[O-]	96	97	0	98	-3	-1	-3	100	-4	95	96
O=c1[nH]c2ccccc2c(=O)n1Cc1ccccc1	99	100	0	99	-12	-10	-1	102	-6	101	100
O=C(NCCc1ccccc1)c1noc2c1CCCCC2	99	98	-3	103	-20	-15	-8	102	-6	99	99
COc1ccc(Nc2ncnc3ccccc23)c(OC)c1	96	97	-3	99	-2	-9	-4	96	-5	95	96
Cc1ccc(SCCC(=O)N/N=C/c2ccncc2)cc1	97	94	3	98	-3	0	-1	97	0	94	98
COCCN1C(=O)c2ccccc2C(C(=O)NCc2ccco2)C1c1c[nH]c2ccccc12 (stereo not given)	103	103	2	100	-20	-11	-8	108	-6	103	101
COc1ccc(-n2nc3c(c2NC(=O)c2cc(Br)ccc2Cl)CS(=O)C3)cc1 (stereo not given)	99	99	0	97	-9	-8	0	100	-7	99	94
S=C(N/N=C/c1ccc2ncccc2c1)Nc1cccnc1	94	92	3	92	-3	0	-1	90	-1	91	94

# (next part)
# Values run as follows: HRas wt GTP	Rab2 wt GTP	Bcl-W Bim block	Rab7 wt modul	Bfl-1 Bim block	Bcl-2 Bim block	Bim-Bcl-XL	Rac1 wt modul	Bim-Bcl-B	Cdc42 wt GTP	Rac1 mut GTP
O=C(NCCCCCCNC(=O)N1CCCCCC1)N1CCCCCC1
→ 102	101	4	102	-15	-5	-2	101	-2	102	100
CCc1cc2c(=O)n(CC(=O)NCCc3ccc(OC)c(OC)c3)cnc2s1
→ 96	97	-1	95	3	0	0	99	0	98	97
O=C(NCCCNc1ccc(C(F)(F)F)cc1[N+](=O)[O-])c1cc(F)c(F)cc1Cl
→ 96	95	6	98	-12	0	-1	101	0	96	95
Oc1ccc(N2CCN(C(=S)NCCc3ccccc3)CC2)cc1
→ 101	100	5	97	12	4	4	100	-7	103	99
Cc1nc(SCC(O)CCl)c([N+](=O)[O-])[nH]1 (stereo not given)
→ 102	101	-2	101	-1	11	-2	106	-1	103	99
Cc1ccc(C)c(NC(=S)N(Cc2ccco2)C(C)c2cccs2)c1 (stereo not given)
→ 96	96	0	94	-3	0	-5	101	-2	94	95
CN(CC(=O)NCCc1ccc(S(N)(=O)=O)cc1)c1ccccc1
→ 98	94	-1	95	3	0	-1	96	4	92	99
N#Cc1c(NC(=O)/C=C/c2ccco2)sc2c1CCCC2
→ 99	98	-5	100	-2	-3	-3	105	-6	103	97
c1ccc(-n2c(-c3cccs3)nc3nc4ccccc4nc32)cc1
→ 99	101	-5	100	-5	-8	-10	104	-6	103	100
Cc1ccc(S(=O)(=O)n2cnc3ccccc32)cc1
→ 101	100	1	103	3	5	0	107	0	103	100
CC(C)(C)c1cc(NC(=O)COC(=O)C2CC2)n(-c2ccccc2)n1
→ 106	105	-4	99	-6	-4	-5	101	0	107	99
COC(=O)c1cc(OC)c(OC)cc1NCC(=O)Nc1cccc(C(F)(F)F)c1
→ 94	93	-3	97	-1	-2	-8	96	-3	93	97
Cc1ccc(-c2nnn(C(C)C(=O)N3c4ccccc4CCc4ccccc43)n2)cc1 (stereo not given)
→ 102	100	1	103	-2	-2	-2	107	-3	101	101
CC(C)(C)OC(=O)N1CCNc2ccccc2C1
→ 104	100	2	101	-10	-6	0	106	-6	101	102
O=C(CCSc1ccccc1)Nc1nc2c(s1)COc1ccccc1-2
→ 98	98	0	98	-4	-6	-8	102	-8	101	96
Cn1c(CNC(=O)c2ccccc2)nnc1SCC(=O)N1CCN(c2ccccc2)CC1
→ 102	100	-3	97	-3	-3	-6	104	-11	99	101
O=C(CNCC1CCCO1)Nc1ccccc1N1CCOCC1 (stereo not given)
→ 100	101	-8	102	-10	0	-9	105	-5	101	98
CC(Oc1ccc(Br)cc1)C(=O)N1CCc2ccccc21 (stereo not given)
→ 102	101	-4	103	-16	-10	-8	110	-11	105	98
Cc1nn(-c2ccccc2)c(Cl)c1/C=C/C(=O)c1ccccc1
→ 104	103	4	106	-10	-3	-12	110	-5	105	100
O=C(CC(NCc1ccccn1)C(=O)O)Nc1ccccc1Cl (stereo not given)
→ ?	?	-2	?	-10	-6	-2	?	-7	?	?

# Ordered by SMILES length (rising): 3 of the compounds above
# Values run as follows: HRas wt GTP	Rab2 wt GTP	Bcl-W Bim block	Rab7 wt modul	Bfl-1 Bim block	Bcl-2 Bim block	Bim-Bcl-XL	Rac1 wt modul	Bim-Bcl-B	Cdc42 wt GTP	Rac1 mut GTP
O=C(CNCC1CCCO1)Nc1ccccc1N1CCOCC1 (stereo not given)
→ 100	101	-8	102	-10	0	-9	105	-5	101	98
N#Cc1c(NC(=O)/C=C/c2ccco2)sc2c1CCCC2
→ 99	98	-5	100	-2	-3	-3	105	-6	103	97
Cc1ccc(C)c(NC(=S)N(Cc2ccco2)C(C)c2cccs2)c1 (stereo not given)
→ 96	96	0	94	-3	0	-5	101	-2	94	95

# Going on with the list:
# Values run as follows: HRas wt GTP	Rab2 wt GTP	Bcl-W Bim block	Rab7 wt modul	Bfl-1 Bim block	Bcl-2 Bim block	Bim-Bcl-XL	Rac1 wt modul	Bim-Bcl-B	Cdc42 wt GTP	Rac1 mut GTP
CNC(=O)C1CC(=O)N(c2ccc(C)cc2)C1 (stereo not given)
→ 95	91	-2	93	-9	-8	-3	92	-11	95	92
COc1ccccc1NC(=O)C1C2CCCCC21 (stereo not given)
→ 98	97	-3	95	-1	0	-2	98	-1	99	94
CN(CC(=O)N1CCN(c2cccc(Cl)c2)CC1)S(=O)(=O)c1cnc[nH]1
→ 100	100	-3	101	-2	-4	-8	103	-7	98	98
CC1(C)NC(=O)N(c2ccccc2Cl)C1(C)NO (stereo not given)
→ 99	97	-6	97	-5	-6	-7	99	-6	98	97
Cc1ccc(Oc2ccc(NC(=O)CCC(=O)OCC(=O)c3cccs3)cc2)cc1C
→ 104	100	0	103	0	0	3	100	2	102	99
Cc1ccc2c(c1)NC(=O)C(CC(=O)NCCCN1CCN(c3cc(Cl)ccc3C)CC1)O2 (stereo not given)
→ 104	102	1	101	-3	-5	-5	106	-8	103	101
COc1cc(C=O)ccc1OCCSc1ccc(C)cc1
→ 100	98	-2	95	-21	-14	-7	104	-10	101	98

# Grouped by structure, the entries above with a tert-butyl group
# Values run as follows: HRas wt GTP	Rab2 wt GTP	Bcl-W Bim block	Rab7 wt modul	Bfl-1 Bim block	Bcl-2 Bim block	Bim-Bcl-XL	Rac1 wt modul	Bim-Bcl-B	Cdc42 wt GTP	Rac1 mut GTP
CC(C)(C)c1cc(NC(=O)COC(=O)C2CC2)n(-c2ccccc2)n1
→ 106	105	-4	99	-6	-4	-5	101	0	107	99
CC(C)(C)OC(=O)N1CCNc2ccccc2C1
→ 104	100	2	101	-10	-6	0	106	-6	101	102

# Screening results deposited in PubChem BioAssay by NMMLSC.
